Compound activity deposited in PubChem by Sanford-Burnham Center for Chemical Genomics.
SENP8 block = blocks human SENP8 cleavage of Nedd8 substrate. recombinant SENP8, Nedd8 substrate fluorescence. Q96LD8. 360,000 compounds, 0.64% hits. inhibition, % at 20 µM; in the data active = inhibition mostly above about 40%, no sharp cut-off; inactive = mostly below about 27%
Target sequence (Q96LD8 whole entry, looked up): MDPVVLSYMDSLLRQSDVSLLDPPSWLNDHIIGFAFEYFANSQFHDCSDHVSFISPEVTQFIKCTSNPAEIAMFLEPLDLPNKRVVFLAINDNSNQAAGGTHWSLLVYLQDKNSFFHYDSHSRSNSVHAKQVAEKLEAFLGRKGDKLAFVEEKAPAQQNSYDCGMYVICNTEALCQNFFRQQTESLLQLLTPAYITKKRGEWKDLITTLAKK
SENP1 FRET inh = blocks the human SENP1 SUMO protease catalytic domain. recombinant SENP1 catalytic domain, CyPet-SUMO1-YPet FRET cleavage. inhibition, % at 10 µM. Q9P0U3. 360,000 compounds, 0.21% hits;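 active = inhibition at least 30% at 10 µM, raw YFP signal under a set limit, fluorescence ratio 0.5 to 1.5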;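 also: 0% = enzyme with DMSO and 100% = no enzyme wells; some results filed as inactive read as strong as hits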
Target sequence (Q9P0U3 419-644 limits assumed): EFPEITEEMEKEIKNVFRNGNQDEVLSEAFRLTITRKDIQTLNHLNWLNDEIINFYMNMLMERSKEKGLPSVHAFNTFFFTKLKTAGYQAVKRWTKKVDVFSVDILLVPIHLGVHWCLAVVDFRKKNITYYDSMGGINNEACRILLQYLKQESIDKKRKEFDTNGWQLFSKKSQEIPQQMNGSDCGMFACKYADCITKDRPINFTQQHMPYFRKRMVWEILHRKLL
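Controls: no-enzyme wells low, DMSO-plus-enzyme wells high control. Test system: human recombinant His6-tagged SENP1 catalytic domain enzyme. Reagent: SFCypet-SUMO1-SFYpet FRET protein substrate, 25 nM final. Doses: one dose per compound, 10 µM, 0.5% DMSO. Detection: FRET, CFP and YFP emission. Timing: 50 min reaction at room temperature.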
Starred values were filed as active, the others as inactive; i = inactive. Only part of the results is shown (hit frequency here may not be typical).

SMILES	SENP8 block	SENP1 FRET inh
Fc1ccc(-c2nc3ccc(Cl)cn3c2Cc2cccc(Cl)c2)cc1	-123	0
CC1Oc2ccc(C#N)cc2N(Cc2cccc(F)c2)C1=O (stereo not drawn)	20	-1
CSc1c2c([nH]c(=O)c1C#N)-c1ccccc1CC2	-411	-20
Cc1nc2ccc(S(=O)(=O)CCC(=O)NCc3ccc(Cl)cc3)cc2s1	9	-1
CCOC(=O)[C@]12CCCC=C1N(Cc1ccc(Cl)cc1Cl)C(=O)[C@H](CC(=O)NCC13CC4CC(CC(C4)C1)C3)C2	10	-2
CC(=O)C[C@@H]1SC[C@H](c2ccccc2)N1S(=O)(=O)c1ccc(C)cc1	19	2
Cn1c(=O)c2c(-c3ccccc3)n(-c3cc([N+](=O)[O-])ccc3N)cc2n(C)c1=O	30	2
O=C1NC[C@@H](CCCCN2C[C@H](Cc3ccc(O)cc3)N(Cc3ccccc3)C(=O)C2=O)N(Cc2ccccc2)C1=O	12	0
CC(C)C1C(=O)N(Cc2cn(CCC3OCCO3)nn2)CCS(=O)(=O)N1Cc1ccc(-c2ccccc2Cl)cc1 (stereo not drawn)	12	2
CCCNC(=O)C1(C)CCN(C(=O)c2cccc(C(F)(F)F)c2)C1 (stereo not drawn)	4	-2
Cc1c(C(=O)NCc2ccc(C#N)cc2)sc(=O)n1Cc1ccccn1	11	-2
CCCc1c(Cc2cccc(F)c2)ncn1Cc1cccc(-c2ccccc2)c1	-10	0
Cc1cc(C(=O)N2CCC2(C)C(=O)NCCC#N)nn1C (stereo not drawn)	21	0
COc1ccc(NC(=O)c2cc(-c3cc(F)ccc3OC)n[nH]2)c(OC)c1	17	-2
CC(=O)Nc1cccc(-c2ccnc3c2CC(C(=O)Nc2cccc(Oc4ccccc4)c2)O3)c1 (stereo not drawn)	25	-1
O=C(NCCN1CCC(n2c(=O)[nH]c3ccccc32)CC1)c1cccc(F)c1	30	1
CCc1nc2ccc(C(=O)NCc3ccccc3OC)cn2c1N(C)Cc1ccc(OC)cc1	-2	-21
COc1cc(C(O)c2nc(-c3ccccc3OC)cs2)ccc1F (stereo not drawn)	16	3
CC(C)COC(=O)N(C)C[C@H]1OCc2cn(nn2)CCCC(=O)N([C@@H](C)CO)C[C@@H]1C	21	0
COCCNC(=O)C1(C)CCCN(Cc2cn(C)c3ccccc23)C1 (stereo not drawn)	18	1
O=C1NC[C@H](CCCCN2C[C@H](Cc3ccc(O)cc3)N(CCc3ccc(O)cc3)C(=O)C2=O)N(Cc2ccccc2)C1=O	12	2
CCCCN(C=O)c1c(CC)nc2c(OCc3ccc(S(C)(=O)=O)cc3)cccn12	2	-5
Nc1ccccc1C(=O)NN=Cc1cccnc1	-47	-1
CCCNC(=O)c1cc(C2CCCCN2C(=O)c2ccc3ccccc3c2)on1 (stereo not drawn)	11	2
CC(C)C[C@@H](CN1CCC[C@@H]1CN1C(=S)NC[C@@H]1Cc1ccc(O)cc1)N1C[C@H](Cc2ccc(O)cc2)N(CC2CCCCCC2)C1=S	4	-1
COc1cc(CN2C(=O)C(C)ON=C2c2ncccc2C)cc(OC)c1 (stereo not drawn)	-4	2
O=C(NCc1cccs1)c1ccc2sc(COCCO)nc2c1	10	-5
Cc1cccc(C)c1NC(=O)C1c2ccccc2OCC(=O)N1Cc1ccc2c(c1)OCO2 (stereo not drawn)	13	2
CSc1ccc(-c2cccc3nncn23)cc1	i	2
Cc1cnc(C(=O)Nc2c(-c3ccccc3)[nH][nH]c2=O)cn1	41*	6
COc1ccccc1CCC(=O)Nc1ccc2c(c1)c(=O)n(C)n2C	-499	0
COc1ccc(NC(=O)C2(C)Cc3c(-c4ccc(C(N)=O)cc4)ccnc3O2)cn1 (stereo not drawn)	4	-2
COc1cccc(-c2ncn(CCc3ccccc3OC)c2C(C)C)c1	25	2
CCOC(=O)c1c(-c2ccc(OC)cc2)oc2c1C(OC(C)=O)CCC2 (stereo not drawn)	-382	-4
CCc1nc2c(OCc3ccc(F)cc3)cccn2c1N(C)C(=O)COc1ccccc1	8	-2
Cc1cc(F)ccc1C(O)c1ncc(-c2ccc3ccccc3c2)[nH]1 (stereo not drawn)	-150	0
CC(=O)Nc1ccc(NC(=O)C2Cc3c(-c4ccc5c(c4)OCO5)ccnc3O2)cc1 (stereo not drawn)	-32	-1
O=C(Nc1ccc(F)c(Cl)c1)Nc1nnc([C@H]2C[C@H](O)[C@@H](CO)O2)s1	-52	0
CN(C)CCNC(=O)C1Cc2c(-c3ccccc3Oc3ccccc3)ccnc2O1 (stereo not drawn)	8	0
CCc1nc2ccc(C(=O)NCCCn3ccnc3)cn2c1N(C)Cc1ccc(OC)cc1	-7	-4
CS(=O)(=O)Nc1cccc(-c2cc(NC=O)c3ncc(-c4ccc(F)c(Cl)c4)n3c2)c1	-309	-12
OCC[C@@H]1C[C@H](O)[C@@H](O)[C@]2(OCc3ccc(CO)cc32)O1	18	1
CN1CCC(N2CCN(C3CN(Cc4cn(Cc5ccc(C(F)(F)F)cc5)nn4)S(=O)(=O)C3)CC2)CC1 (stereo not drawn)	22	-1
COc1ccc(CNC(=O)C[C@@H]2CC[C@@H](NS(=O)(=O)c3cccc(OC)c3)[C@@H](CO)O2)cc1	22	0
O=C1C(=O)c2cccnc2-c2ncccc21	110*	29*
COc1ccc(C(C(=O)Nc2c(C)cccc2C)N2CCN(c3ccc(C)cc3)CC2)cc1 (stereo not drawn)	13	4
CCCCCCCCN1C(=O)[C@H](CC(=O)NCC23CC4CC(CC(C4)C2)C3)C[C@@]2(C(=O)OCC)CCC=C12	26	-1
COc1cccc(OC)c1OCCN1CCC(C(=O)NC(c2ccc3c(c2)OCO3)c2ccccn2)CC1 (stereo not drawn)	12	-1
COC(=O)c1ccc2nc(-c3ccccc3)c(Cc3cccc(F)c3)n2c1	-385	4
CCCCNC(=O)C1C(c2ccccc2)=Nc2ccccc2N1C(=O)c1ccc2c(c1)OCO2 (stereo not drawn)	-55	0
COC(=O)C[C@H]1N(S(=O)(=O)c2ccc(C)cc2)C(C(C)C)CC1(C(=O)OC)C(=O)OC (stereo partly drawn)	22	4
CCCc1nc2c(C)cc(Br)cn2c1Cc1ccc(C)cc1	-14	2
O=C1c2ccccc2C(c2nnnn2Cc2ccccc2)N1Cc1ccco1 (stereo not drawn)	12	2
COC(=O)C1(C(=O)OC)C/C=C\CN(S(=O)(=O)c2ccccc2[N+](=O)[O-])CCC1	19	3
CCCCNC(=O)C1(C)CCN1C(=O)c1ccc(C)c(F)c1 (stereo not drawn)	8	0
Cc1cc2nc(NC(=O)C3(C)CCN3C(=O)C(C)C)[nH]c2cc1C (stereo not drawn)	11	1
CN1OC[C@@H]2CN(Cc3ccc(Cl)cc3)[C@H](c3ccc(-n4ccnc4)cc3)C[C@@H]21	12	0
O=C(Nc1cccc(C(F)(F)F)c1)c1ccc2sc([C@@H]3O[C@H](CO)[C@H](O)[C@H](O)[C@H]3O)nc2c1	14	2
COC(=O)C1=CN(c2ccc3c(c2)OCO3)C(N)=C(C#N)C1c1cccc(F)c1 (stereo not drawn)	-71	2
Cc1ccc2ccccc2c1C(O)c1ncc(-c2ccc(Cl)cc2)[nH]1 (stereo not drawn)	8	1
Later entries
SMILES	SENP8 block	SENP1 FRET inh
CCCNC(=O)C1(C)CCCN(C(=O)c2ccccc2OC(F)(F)F)C1 (stereo not drawn)	15	2
CC(=O)Nc1ccc(C(=O)N2CCCCC2c2cc(C(=O)Nc3cccc(C#N)c3)no2)cc1 (stereo not drawn)	2	-1
CC(C)Oc1ccc(F)cc1-c1cc(C(=O)Nc2ccc(C(C)(C)C)cc2)[nH]n1	7	-2
COc1ccc(C(C)(NC(C)=O)c2nc(-c3cccc(C(F)(F)F)c3)cs2)cc1 (stereo not drawn)	16	2
CCc1nc2c(OCCOc3ccc(F)cc3)cccn2c1N(C=O)Cc1ccc(OC)cc1	14	-8
COc1ccc(CN2C[C@@H](CO)O[C@@H](n3cnc4c(NCc5ccco5)ncnc43)C2)cc1	8	-3
CCCCn1nnnc1C1(C)CCC(=O)N1c1ccc(N2CCOCC2)cc1 (stereo not drawn)	6	3
COc1ccc2c(c1)C(CC(C)=O)N(c1ccc(-c3cccnc3)cc1)C(c1ccsc1)=C2 (stereo not drawn)	-395	-17
CC1(C(=O)NCc2ccc(Cl)cc2)CCN1C(=O)Cc1ccc(Cl)cc1Cl (stereo not drawn)	-8	-1
O=S(=O)(Nc1ccc(C(O)(C(F)(F)F)C(F)(F)F)cc1)c1cccc2ccccc12	-1	3
CC(C)(C)c1ccc(C(O)c2ncc(-c3ccccc3Cl)[nH]2)cc1 (stereo not drawn)	15	0
CCC(CC)C(=O)N(C)c1c(C)nc2c(OCc3cc(Cl)cc(Cl)c3)cccn12	9	0
CN(c1cccc(F)c1)c1cc2c(c3c1ccn3C)C1CCC2O1 (stereo not drawn)	-127	6
CCc1nc2ccc(C(=O)Nc3cc(-c4ccccc4)ccc3OC)cn2c1N(CC)CC(=O)N(C)C	-32	-2
CCOC(=O)[C@@H]1[C@H]2COc3ccccc3[C@@H]2N2C(=O)N(c3ccc(Br)cc3)C(=O)[C@@]12C	8	-1

Some of the entries above, reformatted.
Order of results: SENP8 block, SENP1 FRET inh
COC(=O)C1=CN(c2ccc3c(c2)OCO3)C(N)=C(C#N)C1c1cccc(F)c1 (stereo not drawn)
    -71, 2
Cc1ccc2ccccc2c1C(O)c1ncc(-c2ccc(Cl)cc2)[nH]1 (stereo not drawn)
    8, 1
CCCNC(=O)C1(C)CCCN(C(=O)c2ccccc2OC(F)(F)F)C1 (stereo not drawn)
    15, 2
CC(=O)Nc1ccc(C(=O)N2CCCCC2c2cc(C(=O)Nc3cccc(C#N)c3)no2)cc1 (stereo not drawn)
    2, -1
CC(C)Oc1ccc(F)cc1-c1cc(C(=O)Nc2ccc(C(C)(C)C)cc2)[nH]n1
    7, -2
COc1ccc(C(C)(NC(C)=O)c2nc(-c3cccc(C(F)(F)F)c3)cs2)cc1 (stereo not drawn)
    16, 2
CCc1nc2c(OCCOc3ccc(F)cc3)cccn2c1N(C=O)Cc1ccc(OC)cc1
    14, -8
COc1ccc(CN2C[C@@H](CO)O[C@@H](n3cnc4c(NCc5ccco5)ncnc43)C2)cc1
    8, -3
CCCCn1nnnc1C1(C)CCC(=O)N1c1ccc(N2CCOCC2)cc1 (stereo not drawn)
    6, 3
COc1ccc2c(c1)C(CC(C)=O)N(c1ccc(-c3cccnc3)cc1)C(c1ccsc1)=C2 (stereo not drawn)
    -395, -17
CC1(C(=O)NCc2ccc(Cl)cc2)CCN1C(=O)Cc1ccc(Cl)cc1Cl (stereo not drawn)
    -8, -1
O=S(=O)(Nc1ccc(C(O)(C(F)(F)F)C(F)(F)F)cc1)c1cccc2ccccc12
    -1, 3
CC(C)(C)c1ccc(C(O)c2ncc(-c3ccccc3Cl)[nH]2)cc1 (stereo not drawn)
    15, 0
CCC(CC)C(=O)N(C)c1c(C)nc2c(OCc3cc(Cl)cc(Cl)c3)cccn12
    9, 0

(next part)
SMILES	SENP8 block	SENP1 FRET inh
COc1ccccc1CNC(=O)COc1cc(O)c2c(c1)OC(C)(C)CC2=O	6	0
O=C(NCc1ccccc1)C(c1ccccc1)n1c(=O)c(-c2cc3ccccc3[nH]2)nc2ccccc21 (stereo not drawn)	-422	-18
O=C1O[C@@H](c2ccccc2)C[C@@H](O)C(=O)CCCCc2ccccc21	21	0
O=S1(=O)N[C@@H](Cc2ccccc2)COc2cc(N3CCC[C@@H]3CO)ccc21	16	-1
O=C(NCc1ccc(F)cc1)c1[nH]c(C(F)(F)F)nc1-c1ccccc1	-2	2
CCOC(=O)[C@]12CCCC=C1N(Cc1ccco1)C(=O)[C@H](CC(=O)NCC13CC4CC(CC(C4)C1)C3)C2	8	2
CCCCNC(=O)C(NC(=O)c1cccnc1)C(=O)c1ccccc1 (stereo not drawn)	28	2
CN(C)CCN(Cc1ccccc1)C(=O)c1[nH]c(C(F)(F)F)nc1-c1ccccc1	16	2
O=C(NC1CCCC1)C(C1CC1)n1c(-c2ccncc2)nc2ccccc21 (stereo not drawn)	-48	1
Cc1ccc(F)cc1C(=O)N1CCCCC1c1cc(C(=O)NCc2ccccc2)no1 (stereo not drawn)	6	-1
CNC(=O)C1Cc2c(-c3ccc4c(c3)OCO4)ccnc2O1 (stereo not drawn)	-201	1
O=C(NCc1ccncc1)c1csc([C@@H]2O[C@H](CO)[C@@H](O)[C@H]2O)n1	1	-1
Cc1ccc(Cn2cc(CN(C)C3CN(Cc4cn(Cc5ccc(C)cc5)nn4)S(=O)(=O)C3)nn2)cc1 (stereo not drawn)	15	3
CCCNC(=O)c1cc(C2CCCCN2C(=O)c2ccc(NC(C)=O)cc2)on1 (stereo not drawn)	13	0
COc1ccc(CN(C)C(=O)[C@H]2O[C@@H](n3ccc(=O)[nH]c3=O)[C@H](O)[C@@H]2O)cc1OC	22	-1
COc1cccc(C(C)(O)c2nc(-c3ccccc3OC)cs2)c1 (stereo not drawn)	3	2
CCc1ccc(C(O)c2ncc(-c3cccc(C)c3)[nH]2)cc1 (stereo not drawn)	8	0
COc1cc(C=C(C#N)C(=O)c2ccccc2)cc(OC)c1OC	-179	-34
COc1ccccc1Cc1c(C(C)(C)C)nc2ccc(C)cn12	-151	-11
COC(=O)Cc1ccc(OC2(C)CCN(Cc3ccccc3OC(F)F)C2)cc1 (stereo not drawn)	18	1
C=C1C(=O)[C@]23C[C@H]1CCC2[C@@]1(C)C(C[C@@H]3O)[C@](C)(C(=O)O)CC[C@@H]1O (stereo partly drawn)	15	3
COCCNC(=O)C1(C)CCCN(C(=O)c2c(F)ccc(C)c2F)C1 (stereo not drawn)	12	0
COc1cccc(CN2CCC(C(=O)NC(C)c3cccc4ccccc34)CC2)c1 (stereo not drawn)	12	0
O=C(NCc1ccncc1)[C@@H]1CCCN1C(=O)[C@H]1CCCN1C(=O)c1cccs1	4	2
